HTR5A ag: HTR5A agonists in luminescence cell assay, primary screen, counter-screen for OPRM1-OPRD1 heterodimer agonist project, full-deck HTS | activation, % at 9.3 µM | 5-hydroxytryptamine receptor 5A (Homo sapiens), P47898 | 340,000 compounds, 0.61% hits | cell-based; in the data active = activation mostly above about 9.5%, no sharp cut-off; inactive = mostly below about 7.6%;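 also: 0% = cells with vehicle only and 100% = reference agonist; strong numbers were not always called active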
Keap1-Nrf2 PPI: Keap1-Nrf2 protein-protein interaction inhibitors, primary screen, biochemical, fluorescence polarization, single point. Kelch-like ECH-associated protein 1 (Homo sapiens), Q14145. AID 504523, 2011. inhibition, % at 9.4 µM. 340,000 compounds, 0.15% hits. Keap1 Kelch-Nrf2 peptide fluorescence polarization, 1536-well; in the data active = inhibition above about 12%;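 also: human Keap1 Kelch domain with fluorescein labeled Nrf2 9mer peptide probe; 0% = neutral control wells and 100% = peptide positive control; higher means more block of Keap1 binding to Nrf2 peptide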
LANA DNA inh: inhibitors of KSHV C-LANA binding to DNA, primary screen, biochemical, fluorescence polarization, FAM-LBS DNA, MBP-C-LANA, single point; inhibition, % at 9 µM; 340,000 compounds, 0.078% hits; Kaposi's sarcoma herpesvirus LANA C-terminal domain (residues 932-1162) DNA binding;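 active = highest replicate inhibition at or above 60% at 9 µM, even if other replicates fall short; inactive = all replicates below 60% inhibition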;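 also: 0% = neutral control wells and 100% = 4 µM acridine orange control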
HTR5A inv ag: HTR5A inverse agonists in luminescence cell assay, primary screen, counter-screen for OPRM1-OPRD1 heterodimer inverse agonist project, full-deck HTS | 5-hydroxytryptamine receptor 5A (Homo sapiens), P47898 | HTR5A cell line, inverse agonism | inhibition, % at 9.3 µM | 340,000 compounds, 0.083% hits | AID 504634, 2011; in the data active = inhibition mostly above about 23%, no sharp cut-off; inactive = mostly below about 18%;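 also: 0% = cells with DMSO and 100% = no-cell wells with DMSO; some compounds called inactive have numbers as strong as hits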
MOR-DOR ag: agonists of OPRM1-OPRD1 heterodimerization, primary screen, cell-based, luminescence; AID 504326, 2011; cells; 340,000 compounds, 0.3% hits; activation, % at 9.3 µM; in the data active = activation above about 18%;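 also: 0% = vehicle-treated cells and 100% = reference agonist; values of inactives mirror those of a sister screen read the other way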
Target sequence (P35372 whole entry, looked up): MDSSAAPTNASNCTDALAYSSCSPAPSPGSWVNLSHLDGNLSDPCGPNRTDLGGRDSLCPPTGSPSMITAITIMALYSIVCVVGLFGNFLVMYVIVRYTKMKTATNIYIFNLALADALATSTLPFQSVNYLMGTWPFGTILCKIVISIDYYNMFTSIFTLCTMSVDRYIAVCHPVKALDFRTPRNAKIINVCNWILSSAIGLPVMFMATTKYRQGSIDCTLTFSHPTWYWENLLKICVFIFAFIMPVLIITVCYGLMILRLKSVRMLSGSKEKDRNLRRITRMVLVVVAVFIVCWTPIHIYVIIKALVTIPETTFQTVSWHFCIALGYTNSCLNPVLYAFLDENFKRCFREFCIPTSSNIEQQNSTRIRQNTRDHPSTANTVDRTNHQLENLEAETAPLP
Target sequence (P41143 whole entry, looked up): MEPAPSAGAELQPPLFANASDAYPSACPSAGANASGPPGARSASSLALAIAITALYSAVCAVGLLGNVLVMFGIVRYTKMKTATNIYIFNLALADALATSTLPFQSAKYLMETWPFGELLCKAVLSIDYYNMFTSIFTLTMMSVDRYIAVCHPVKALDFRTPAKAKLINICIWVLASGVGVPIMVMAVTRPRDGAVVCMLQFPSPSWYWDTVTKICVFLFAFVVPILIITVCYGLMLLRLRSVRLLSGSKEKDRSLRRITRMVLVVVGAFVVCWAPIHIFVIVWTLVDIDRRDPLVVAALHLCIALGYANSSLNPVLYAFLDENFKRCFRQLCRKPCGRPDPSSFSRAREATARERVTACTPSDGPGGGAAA
V-ATPase pH: regulators of yeast V-ATPase proton pumping, primary screen, pHLuorin cytosolic pH fluorescence. 350,000 compounds, 0.37% hits. response, % at 10 µM. S. cerevisiae; in the data active = response mostly above about 7.3%, no sharp cut-off; inactive = mostly below about 5.4%; also: actives read high; inactives centre near 0; some compounds called inactive have numbers as strong as hits; reference of the scale not given here
CAL PDZ FP: untagged CAL PDZ binding inhibitors, primary screen, biochemical, fluorescence polarization, HTS. purified CAL PDZ, TMR-peptide fluorescence polarization, 1 h. inhibition, % at 24.9 µM. 300,000 compounds, 0.92% hits. AID 602252, 2012;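 active = mean inhibition of at least 30% with at least half of replicates also reaching 30%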;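 also: 0% = DMSO neutral control and 100% = excess unlabeled competitor peptide PRC23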
cardiac RTF act: cardiac RTF calcium sensitivity activators, primary screen, biochemical, IANBD-TnC fluorescence, EC20 calcium. 340,000 compounds, 0.24% hits. IANBD-labeled TnC RTF fluorescence at EC20 calcium; 0% EC20 calcium, 100% full calcium. activation, % at 7.2 µM;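 active = activation above the mean over all tested compounds plus 3 SD, cut at about 30% in these data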;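 also: rise in fluorescence read as greater calcium sensitivity of cardiac thin filaments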
OPRM1-OPRD1 inv: inverse agonists of MOR-DOR heterodimerization, primary screen, cell-based, luminescence. Mu-type opioid receptor (Homo sapiens) + Delta-type opioid receptor (Homo sapiens), …. cell-based MOR-DOR heterodimer luminescence, inverse agonism. inhibition, % at 9.3 µM. 340,000 compounds, 0.21% hits. AID 504357, 2011; in the data active = inhibition above about 22%, passing the limit was not always enough;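 also: 0% = cells with DMSO and 100% = wells without cells with DMSO; values of inactives mirror those of a sister screen read the other way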
Cardiac RTF inh: cardiac RTF calcium sensitivity inhibitors, primary screen, biochemical, IANBD-TnC fluorescence, EC70 calcium. Troponin I, cardiac muscle (Homo sapiens) + Troponin T, cardiac muscle (Homo sapiens) + …. IANBD-labeled cardiac RTF, Ca2+ fluorescence. inhibition, % at 7.15 µM. 340,000 compounds, 0.12% hits. AID 493244, 2011;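 active = inhibition above the mean inhibition of all tested compounds plus 3 SD, cut at about 17% in these data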;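 also: assay run at fixed EC70 calcium of 1.6 mM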
An asterisk follows results filed as active; / = not tested or not shown.

SMILES	HTR5A ag	Keap1-Nrf2 PPI	LANA DNA inh	HTR5A inv ag	MOR-DOR ag	V-ATPase pH	CAL PDZ FP	cardiac RTF act	OPRM1-OPRD1 inv	Cardiac RTF inh
COc1cccc(C(=O)Nc2ccc3nc4n(c(=O)c3c2)CCCC4)c1	2	-5	-0.5	-8	-2.6	2	63*	-2	12	-9
Cn1nnnc1SCC(=O)c1ccco1	1	3	2.1	1	-1.7	1	-2	0	10	5
CC1(C)Cc2nc3oc4c(=O)n(CC(=O)Nc5ccccc5)cnc4c3cc2CO1	-6	-9	-1.0	14	-3.2	3	-2	0	16	-1
CN(C)S(=O)(=O)Oc1ccc(C(=O)Nc2cccc(C(F)(F)F)c2)cc1	3	1	0.4	-8	5.2	4	38*	-3	-38	-1
O=S(=O)(Nc1ccc(Cl)cn1)c1ccc(F)cc1	5	-1	-0.4	-12	-1.5	0	2	0	8	1
CCOc1ccc(/C=N/NC(=O)C2CCCC2)c(OCC)c1	-2	7	0.5	11	-2.0	-2	-3	-5	11	-4
CC(C)Sc1sc(C(=O)O)c(-c2ccc(Cl)cc2)c1C#N	4	6	0.1	-3	-3.2	-1	2	2	17	1
CCOc1cc(-c2c(C#N)c(=O)[nH]c3c2c(C)nn3-c2ccc(F)cc2)ccc1O	3	0	-1.9	2	-3.1	-3	-3	-5	16	1
COc1ccccc1N1CCN(C2CCCN(C(=O)c3cscn3)C2)CC1 (configuration not stated)	1	2	-1.5	-3	-2.0	3	-12	-3	11	3
CCn1c(=O)c(C(=O)CN2c3ccccc3CC2C)c(N)n(Cc2ccccc2)c1=O (configuration not stated)	-2	8	-2.4	5	-1.6	-2	14	-1	8	-4
COc1ccc(-c2cn3cccnc3n2)cc1NC(=O)c1ccc(Br)o1	0	-4	2.6	-16	0.3	-1	-2	0	-2	1
O=C(CN1CCN(c2ccccc2O)CC1)NC(=O)NCc1ccco1	0	-3	0.6	-13	-1.5	-2	-2	6	7	6
Cc1nc2ccc(NC3=NCCCCC3)cc2s1	-2	0	0.8	-12	2.3	-2	-6	2	-14	-8
Cn1c(=O)[nH]c(=O)c2c1nc(N1CCC(Cc3ccccc3)CC1)n2Cc1ccccc1	-2	0	-1.9	5	1.3	-2	/	2	-7	-3
O=C(COC(=O)c1cccc(Br)c1)NCCC1=CCCCC1	0	3	-1.7	1	2.7	-1	3	-4	-12	-8

Ordered by the number under Cardiac RTF inh (falling): 3 from the list above.
canonical_smiles | Cardiac RTF inh
Cn1nnnc1SCC(=O)c1ccco1 | 5
COc1ccccc1N1CCN(C2CCCN(C(=O)c3cscn3)C2)CC1 (configuration not stated) | 3
O=C(COC(=O)c1cccc(Br)c1)NCCC1=CCCCC1 | -8

(more compounds)
SMILES	HTR5A ag	Keap1-Nrf2 PPI	LANA DNA inh	HTR5A inv ag	MOR-DOR ag	V-ATPase pH	CAL PDZ FP	cardiac RTF act	OPRM1-OPRD1 inv	Cardiac RTF inh
Cc1ccc(N2CCN(S(=O)(=O)N3CCCCCC3)CC2)cc1Cl	-3	-1	-0.6	0	0.1	2	/	2	-1	0
CSc1cccc(NS(=O)(=O)c2ccc3c(c2)oc(=O)n3C)c1	2	-1	1.8	-7	-1.7	-1	/	5	9	-11
Cc1cc(C)n(CC(=O)N/N=C/c2cccs2)n1	-3	-3	0.8	7	-2.5	3	1	0	15	-1
CCOc1ccc(C(=O)CCC(=O)NC(CC(C)C)C(=O)OC)cc1 (configuration not stated)	-4	3	-1.9	10	-3.4	-2	1	2	16	10
N#Cc1ccc(C(=O)Nn2cnnc2)cc1	3	-2	-0.8	-12	-2.1	1	-1	6	12	-14
O=C(COC(=O)c1cccc(S(=O)(=O)N2CCCCCC2)c1)Nc1ccccc1C(F)(F)F	0	-2	1.9	12	-3.0	0	-4	-4	11	-10
Cc1nc(S/C(=C/c2ccc(-c3cc(Cl)ccc3C)o2)C(=O)O)n[nH]1	3	-2	2.9	6	-1.3	9	-4	-1	7	-13
COc1cccc(C(=O)CC(=O)C(=O)Nc2cc(Cl)c(OC)cc2OC)c1	1	0	1.2	-3	-1.4	0	0	-5	7	-8
O=C(Nc1ccccc1)c1nsnc1C(=O)Nc1ccccc1	-1	0	-1.1	-18	-0.4	6	-1	1	3	-12
CC(C)CNS(=O)(=O)c1ccc(C(=O)Nc2ccc3c(c2)OCCO3)cc1	6	3	-0.8	13	-0.8	-2	-1	2	5	0
CC(=O)c1ccc(NC(=O)C2CCN(S(=O)(=O)c3cccs3)CC2)cc1	-2	4	-1.4	4	-2.8	-3	-3	-2	15	9
COc1ccc(-n2c(=S)[nH]c3cc(C(=O)NC4CCCCC4)ccc3c2=O)c(OC)c1	-4	-4	-0.7	19	-4.0	-4	-3	1	18	-2
CCn1c(SCC(=O)Nc2ccc(NC(=O)c3cccs3)cc2)nnc1-c1cccnc1	3	-2	0.0	-9	0.8	1	-7	8	-5	-8
CCOC(=O)c1cccc(NS(=O)(=O)c2ccc(NC(C)=O)cc2)c1	-1	-6	-0.4	3	-2.5	0	-4	2	11	1
CS(=O)(=O)N(CCc1ccccc1)CC(=O)N1CCCC1	2	5	1.0	-5	0.4	3	-1	-1	-2	2
CN(Cc1ccco1)C(=O)c1cc2c(s1)-c1ccc(Cl)cc1S(=O)(=O)C2	-2	-1	1.7	-1	-0.8	0	-1	-6	4	1
COc1ccccc1N1CCN(S(=O)(=O)CCNC(=O)c2cccc(F)c2)CC1	-7	-1	1.1	-28	-3.7	4	2	-5	20	2
COc1ccc(N(CC(=O)Nc2ccc(C)c(C)c2)S(=O)(=O)c2c(C)noc2C)cc1	-6	-5	0.2	6	3.5	3	-3	2	-19	-14
O=C(COC(=O)CN1C(=O)c2ccccc2C1=O)Nc1ccccc1[N+](=O)[O-]	-6	-1	1.0	14	0.7	0	-5	-3	-3	-8
CC(=O)NCCc1ccc(S(=O)(=O)N2CCN(c3nc(-c4ccccc4)c(C)s3)CC2)cc1	2	-4	1.3	-7	-2.2	-2	21	0	10	-7
Cc1ccc([N+](=O)[O-])cc1-c1ccc2cccc(C)c2n1	1	-2	0.1	-8	1.9	3	0	-1	-10	6
O=c1cc(-c2ccccc2)c2cc3c(cc2[nH]1)OCCO3	8	-3	-0.3	0	-1.8	0	-4	0	9	-4
O=C(COC(=O)c1ccc(S(=O)(=O)N2CCCC2)cc1)NCCc1ccc(F)cc1	-5	-4	1.3	13	-1.9	3	-3	3	8	0
COc1ccc(OC)c(CCNC(=O)CCc2nnc3ccc(N4CCCCC4)nn23)c1	-3	0	-1.5	-12	-1.3	-2	-2	2	7	-5
CC1(C)CC(=O)C([N+](=O)[O-])=C(NCCCC(=O)O)C1	-3	2	0.2	9	0.2	2	0	-2	-1	-2
O=C(Cc1cccs1)N(c1ccc(F)cc1)C1(C(=O)NC2CCCCC2)CCCC1	1	-3	1.6	-2	3.0	2	0	-1	-22	-14
O=S(=O)(Cc1ccc(Cl)cc1)N1CCN(Cc2ccccc2)CC1	2	-5	0.4	-6	-1.3	-6	/	3	7	3
Cc1ccc(C)c(NC(=O)C(Sc2nc3ccc(C)cc3[nH]2)c2ccccc2)c1 (configuration not stated)	1	-4	0.2	8	4.6	0	-6	-2	-23	-8
O=C(O)c1sccc1Oc1ccc(NS(=O)(=O)c2ccccc2)cc1	-1	0	-0.9	4	-3.2	-4	-6	-1	15	0
CCN(CC(=O)N1CCCCCC1)S(=O)(=O)c1ccc(Cl)cc1	-3	-1	0.7	7	-1.7	-2	7	0	8	-2
COC(=O)c1ccc(CN2CCN(Cc3ccccc3)C(CCO)C2)cc1 (configuration not stated)	2	-11	-0.8	7	1.2	-2	2	-4	-6	-11
COC(=O)CNC(=O)/C=C/c1ccc(OC)cc1	0	-2	0.8	7	-2.8	-2	4	3	15	6
Cc1cccc(NC(=O)CSc2nc3ccccc3o2)c1	0	4	0.2	-19	-2.0	-2	-5	2	11	-1
O=C(NC(=S)N1CCCCC1CO)c1cccs1 (configuration not stated)	1	-7	0.5	-5	-1.6	-3	/	-4	9	-2
COC(=O)c1ccccc1NC(=O)C(CCS(C)(=O)=O)NC(C)=O (configuration not stated)	-4	0	-0.1	9	-2.6	-2	-3	-3	11	-1
N#C/C(=C\c1ccc2c(c1)OCCO2)C(=O)Nc1nccs1	-3	0	0.2	2	-3.5	1	-3	-5	22	-4
CCOC(=O)c1ccc(Nc2nc(-c3cccnc3)nc3ccccc23)cc1	29*	2	0.1	-75	7.9	-4	-4	-4	-39	-8
Cc1ccc(NC(=O)Cn2cnc3c(=O)n(C)c(=O)n(C)c32)c(C)c1	/	0	0.1	/	/	1	-3	3	/	2
CCOc1ccc(C(=O)N2CCCC(c3nc(-c4cccs4)no3)C2)cc1 (configuration not stated)	-3	1	0.4	8	-2.7	-7	-1	-1	14	10
O=C(Nc1cccc(S(=O)(=O)N2CCOCC2)c1)C1CC1	-2	1	0.3	6	-1.1	-1	-2	-3	4	-8

Compounds above with fluorine, in the order listed:
SMILES	HTR5A ag	Keap1-Nrf2 PPI	LANA DNA inh	HTR5A inv ag	MOR-DOR ag	V-ATPase pH	CAL PDZ FP	cardiac RTF act	OPRM1-OPRD1 inv	Cardiac RTF inh
CN(C)S(=O)(=O)Oc1ccc(C(=O)Nc2cccc(C(F)(F)F)c2)cc1	3	1	0.4	-8	5.2	4	38*	-3	-38	-1
O=S(=O)(Nc1ccc(Cl)cn1)c1ccc(F)cc1	5	-1	-0.4	-12	-1.5	0	2	0	8	1
CCOc1cc(-c2c(C#N)c(=O)[nH]c3c2c(C)nn3-c2ccc(F)cc2)ccc1O	3	0	-1.9	2	-3.1	-3	-3	-5	16	1
O=C(COC(=O)c1cccc(S(=O)(=O)N2CCCCCC2)c1)Nc1ccccc1C(F)(F)F	0	-2	1.9	12	-3.0	0	-4	-4	11	-10
COc1ccccc1N1CCN(S(=O)(=O)CCNC(=O)c2cccc(F)c2)CC1	-7	-1	1.1	-28	-3.7	4	2	-5	20	2
O=C(COC(=O)c1ccc(S(=O)(=O)N2CCCC2)cc1)NCCc1ccc(F)cc1	-5	-4	1.3	13	-1.9	3	-3	3	8	0
O=C(Cc1cccs1)N(c1ccc(F)cc1)C1(C(=O)NC2CCCCC2)CCCC1	1	-3	1.6	-2	3.0	2	0	-1	-22	-14
